High-throughput results: PubChem, National Center for Advancing Translational Sciences (NCATS)
JMJD2E inh – qHTS Assay for Inhibitors of Human Jumonji Domain Containing 2E (JMJD2E); Lysine-specific demethylase 4E (Homo sapiens), B2RXH2; JMJD2E catalytic domain, FDH-coupled NADH fluorescence (FDH is formaldehyde dehydrogenase); Potency, µM (doses to about 57.1 µM), inactives show at the highest dose activity change, negative = inhibition, usual class: inhibitors; 230,000 compounds, 1.6% hits; AID 2147, 2009; active means well fitted inhibition curve with a large enough effect, not every such curve was filed as active; inconclusive means small, poorly fitted or top-dose-only effect, or another doubt; inactive means no such curve, though single readings can be large or run the other way;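 further: 0% = wells with enzyme and -100% = buffer wells without enzyme; nearly all actives have a fitted effect of over 50% in size; many of its hits are not listed in these tables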
SMN2 splice enh – qHTS Assay for Enhancers of SMN2 Splice Variant Expression | HEK293 SMN2-luciferase splicing reporter, luminescence, 30-36 h | AID 1458, 2008 | 210,000 compounds, 2.8% hits | Potency, µM (series often up to 46.1 µM), without a hit: top-dose activity change, positive = activation, usual class: activators; further: % of control where 0% means no effect; nearly all actives have a fitted effect of over 55% in size
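qHTS luciferase splicing reporter: luminescence rises when SMN2 exon 7 is included in transfected HEK293 cells. Compound exposure lasted 30-36 h at 37C, with 4.5 mM final sodium butyrate as control, followed by a ONE-Glo read.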
ALDH1A1 block – qHTS Assay for Inhibitors of Aldehyde Dehydrogenase 1 (ALDH1A1). Purified ALDH1A1, NADH fluorescence, propionaldehyde substrate. Potency, µM (series often up to 75.3 µM), for inactives: at the highest dose activity, negative = inhibition, actives largely listed as inhibitors. 220,000 compounds, 7.3% hits; active means well fitted inhibition curve with a large enough effect, not every such curve was filed as active; inconclusive means small, poorly fitted or top-dose-only effect, or another doubt; inactive means no such curve, though single readings can be large or run the other way;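 further: plate controls were no enzyme wells and a reference inhibitor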
Target sequence (P00352 whole entry, looked up): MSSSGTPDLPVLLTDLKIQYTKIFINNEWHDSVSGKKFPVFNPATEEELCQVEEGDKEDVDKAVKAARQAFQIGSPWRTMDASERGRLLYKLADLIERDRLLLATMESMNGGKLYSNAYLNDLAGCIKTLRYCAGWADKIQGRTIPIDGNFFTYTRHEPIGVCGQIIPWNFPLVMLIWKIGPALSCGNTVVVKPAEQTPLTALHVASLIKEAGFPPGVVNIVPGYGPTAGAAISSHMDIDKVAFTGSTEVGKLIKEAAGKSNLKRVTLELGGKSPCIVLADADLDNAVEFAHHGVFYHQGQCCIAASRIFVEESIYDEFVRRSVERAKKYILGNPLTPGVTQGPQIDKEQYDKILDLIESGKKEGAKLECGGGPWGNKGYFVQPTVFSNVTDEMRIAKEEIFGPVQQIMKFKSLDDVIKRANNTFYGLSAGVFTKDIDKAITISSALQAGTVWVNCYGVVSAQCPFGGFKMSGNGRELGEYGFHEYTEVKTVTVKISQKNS
TR SRC2 fluor cs – Total Fluorescence Counterscreen for Inhibitors of the Interaction of Thyroid Hormone Receptor and Steroid Receptor Coregulator 2. Potency, µM (top dose mostly 106 µM), for inactives: at the highest dose fluorescence change, negative = quenching. AID 1479, 2009. TRb/SRC2 Texas Red total fluorescence interference. 280,000 compounds, 0.29% hits; active means well fitted curve in either direction with a large enough effect; inconclusive means small, poorly fitted or top-dose-only effect; further: on the % scale 0 is the no-effect control and ±100 the full control effect
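Flags fluorescent or light-absorbing compounds by total fluorescence, S + 2P, at 555 nm excitation and 632 nm emission. Mixture: 20 nM Texas Red SRC2 peptide, 0.6 uM human TRb LBD, 1 uM T3, 5% DMSO; compound exposure 5 h at ambient temperature.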
RECQ1 helicase – qHTS Assay for Inhibitors of RecQ-Like Dna Helicase 1 (RECQ1). ATP-dependent DNA helicase Q1 (Homo sapiens), P46063. RECQ1 DNA unwinding, red fluorescence kinetic read. Potency, µM (titrated, usually from 57.3 µM), without a hit: at the top dose activity, negative = inhibition, usual class: inhibitors. 240,000 compounds, 0.54% hits. AID 2549, 2010;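 further: plate controls were vehicle for no effect and no enzyme for full effect; nearly all actives have a fitted effect of over 30% in size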
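RECQ1T1 50 nM; forked duplex (20 bp + 30-nt ss tails) 200 nM, ATP 2 mM final; pH 8.0, 2 mM MgCl2, 2.5 ug/ml poly(dI-dC); 15 min compound preincubation; discontinuous kinetic read over 2 h at RT.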
TRb SRC2 PPI – qHTS for Inhibitors of the Interaction of Thyroid Hormone Receptor and Steroid Receptor Coregulator 2; TRbeta-SRC2 peptide binding, fluorescence polarization; receptor liganded with 1 µM T3; Potency, µM (series often up to 106 µM), for inactives: top-dose activity change, negative = inhibition, actives largely listed as inhibitors; 280,000 compounds, 0.065% hits;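 further: plate controls were bound peptide for no effect and peptide without receptor for full effect; nearly all actives have a fitted effect of over 50% in size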
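Human TRb LBD (0.6 uM) plus Texas Red-labeled SRC2 peptide (20 nM), 1uM T3, 5% DMSO, 5 hr at ambient temperature. Decreased polarization (555/632 nm) flags inhibition; data normalized to free and bound peptide controls.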
LMNA splice mod – qHTS Assay for Modulators of Lamin A Splicing; Potency, µM (series often up to 46.1 µM), for inactives: top-dose ratio change, negative = inhibition, most hits filed as inhibitors; AID 1487, 2009; HeLa LMNA splicing GFP/RFP minigene ratio, 48 h; 200,000 compounds, 0.01% hits; active means well fitted inhibition curve with a large enough effect in the signal ratio, with a control signal flat, not every such curve was filed as active; inconclusive means small, poorly fitted or top-dose-only effect, or effect the other way, or a change in a side signal; the % refers to the signal ratio; further: on the % scale 0 is the no-effect control and ±100 the full control effect
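S3 HeLa stable clones carrying a lamin A-EGFP splicing minigene plus DsRed2 were seeded at 600 cells/well in Opti-MEM with 2% FBS, pin-dosed and incubated 48 h at 37°C. Acumen cytometry (488 nm) gave the GFP/RFP total-intensity ratio.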
GoLoco inh red – qHTS Assay for Inhibitors of RGS12 GoLoco Motif Activity (Red Fluorophore); Guanine nucleotide-binding protein G(i) subunit alpha-1 (Homo sapiens), P63096; Gai1:RGS12 GoLoco peptide FP, rhodamine, 10 min; Potency, µM (highest dose often 61.6 µM), without a hit: at the top dose activity, negative = inhibition, hits mostly inhibitors; 230,000 compounds, 0.44% hits; AID 880, 2007; active means well fitted inhibition curve with a large enough effect, not every such curve was filed as active; inactive means no such curve, though single readings can be large or run the other way; further: on the % scale 0 is the no-effect control and ±100 the full control effect; nearly all actives have a fitted effect of over 30% in size; many of its hits are not listed in these tables
Target sequence (P63096 whole entry, looked up): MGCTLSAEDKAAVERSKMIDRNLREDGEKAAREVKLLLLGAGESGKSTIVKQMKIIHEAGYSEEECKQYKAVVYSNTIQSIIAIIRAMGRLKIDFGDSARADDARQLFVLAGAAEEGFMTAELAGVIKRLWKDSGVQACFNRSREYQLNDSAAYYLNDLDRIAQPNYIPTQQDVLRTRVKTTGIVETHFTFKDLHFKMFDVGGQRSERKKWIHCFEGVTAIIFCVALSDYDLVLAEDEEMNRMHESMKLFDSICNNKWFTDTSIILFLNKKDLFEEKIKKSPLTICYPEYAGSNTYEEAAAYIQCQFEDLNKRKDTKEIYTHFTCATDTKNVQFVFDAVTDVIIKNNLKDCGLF
Active calls of the source: *; i = inactive; u = inconclusive; x = no result given; [ ] = dose if it differs, or a comment. Unless noted, the call rests on the fitted dose curve; in most records, active means well fitted curve in the direction sought with a large enough effect; inconclusive means small, poorly fitted or top-dose-only effect, or another doubt; inactive means no such curve, though single readings can be large; an effect the other way counts as inactive or inconclusive. Potency means the concentration at half of the fitted maximal effect. Only part of the results is shown; count on the stated rates, not on these rows.

SMILES	JMJD2E inh	SMN2 splice enh	ALDH1A1 block	TR SRC2 fluor cs	RECQ1 helicase	TRb SRC2 PPI	LMNA splice mod	GoLoco inh red
c1ccc(-n2nnnc2SCc2cccc3nsnc23)cc1	-6%	-13%	14µM*	-1%	-1%	-8%	u	1%
C/C(=N\Nc1ccc(C(F)(F)F)cc1[N+](=O)[O-])C(C)C	2%	1%	-2%	-3%	i	-6%	1%	-12%
CCCCC(=O)Nc1ccc(NC(=O)c2cc(OC)c(OC)c(OC)c2)cn1	-4%	3%	1%	1%	i	-18%	7%	-11%
CCOc1ccc(-n2c(=O)[nH]cc(C(=O)N3CCCc4ccccc43)c2=O)cc1	4%	-9%	22%	0%	-3%	-13%	12%	2%
COc1ccc(Cn2c(C3CC3)nc3ccc(NC(=O)C4CC4)cc3c2=O)cc1	75%	11µM*	0%	-2%	-11%	-9%	u	-1%
NS(=O)(=O)c1cccc(NC(=O)COC(=O)C2(c3cccc(F)c3)CCCC2)c1	5%	0%[1.84 µM]	u	-2%	-2%	1%	-8%	8%
NC1=NC(=O)C2(COC(c3cccnc3)OC2)S1 (stereo not drawn)	-9%	-5%	12%	-1%	-6%	4%	-15%[9.22 µM]	3%
CN1CCN(c2nc(NCCOC34CC5CC(CC(C5)C3)C4)nc(OCC(F)(F)F)n2)CC1	-3%	-19%	-10%	2%	-4%	-24%	-16%	2%
COc1ccc(N2CCC(CNC(=O)Nc3ccc(C)c(C)c3)C2)cc1 (stereo not drawn)	-27%	-17%	u	4%	i	0%	-11%	8%
COc1ccc2c3c([nH]c2c1)[C@@H]1C[C@@H]2[C@@H](C[C@H](O)[C@H](OC)[C@H]2C(=O)O)CN1CC3	13%[25.5 µM]	-5%[20.6 µM]	8%[20.9 µM]	-1%[53 µM]	-2%[25.9 µM]	-3%[53 µM]	-11%	8%[21.6 µM]
COc1cc(OC)c(C2C(C(=O)O)c3ccccc3C(=O)N2C)cc1OC (stereo not drawn)	u	8%	u	0%	-1%	11%	13%	-1%
CCCCSc1nc2c(=O)[nH][nH]c(=O)c2n1Cc1ccccc1	2%	-28%	-8%	0%	-5%	6%	-8%	5%
CCOC(=O)N1CCN(S(=O)(=O)c2ccc(C)cc2)C1c1ccc(OC)cc1 (stereo not drawn)	2%	-19%	u	1%	0%	-3%	u	-6%
O=C(c1ccc(Cl)cc1)N(Cc1ccc(Br)cc1)N1C(=O)CCC1=O	u	3%	3%	2%	i	-1%	x	2%
Cc1cc(C(=O)COc2cccnc2[N+](=O)[O-])c(C)n1-c1ccccc1	-7%	-43%[inhibitor]	20µM*	0%[53 µM]	0%	-1%[53 µM]	u	13%
CCCC[N+](CC#CCO)(CC#Cc1ccccc1)CCCC	6%	x	x	0%	0%	-4%	x	3%
C/C(=N\NC(=O)CSCc1ccc([N+](=O)[O-])cc1)c1cccc(Br)c1	10%	-42%[inhibitor]	-7%	-1%	1µM*	-2%	u	4%
Cc1cc(C)cc(N(CC(=O)NC2CC3CCC2C3)S(C)(=O)=O)c1 (stereo not drawn)	-2%	-19%	8%	-6%	-5%	2%	-9%	6%
Fc1cccc(F)c1-n1c(CN2CCCC2)csc1=S	2%	0%	22µM*	-2%	-6%	-10%	0%[46 µM]	0%
C=C(C)CN(CC)c1nc(N)c(C#N)c(CC#N)c1C#N	u	-2%	12%	3%	u	7%	15%	27%
O=C(c1ccc2c(=O)n3c(nc2c1)CCCCC3)N1CCc2ccccc21	6%	x	x	-1%	i	-2%	x	8%
Cc1cccc(S(=O)(=O)N2CN(Cc3ccco3)c3nc4ccccc4nc32)c1	u	-6%	u	-2%	-5%	-12%	u	17%
COc1ccc(CN(C(=O)c2ccco2)C2CC(C)N(C)CC2C)cc1 (stereo not drawn)	4%	-4%	2%	1%	-3%	3%	-6%	-2%
COCc1nnc(NC(=O)c2cc(Cl)ccc2OC)s1	u	9%	u	0%	-5%	-24%	-17%	-12%
CC(C)c1nnc(NC(=O)CCC(=O)NC2CCCCCCC2)s1	0%	2%	1%	1%	7%	-8%	-4%	8%
CC(C)N(C(=O)COC(=O)c1ccc(O)cc1)C(C)C	6%	1%	-1%	8%	-2%	7%	-2%	6%
COc1ccc(OC)c(S(=O)(=O)Nc2cc(Cl)cc(Cl)c2)c1	-11%	8%	0%	1%	0%	-5%	-11%	3%
Cc1ccc(CCNC(=O)c2cc(-c3ccncc3)nc3ccccc23)cc1	7%	x	x	-7%	-9%	0%	x	1%
Cc1cccn2cc(-c3ccc(F)cc3)cc12	u	2%	u	-1%	i	-6%	2%[46 µM]	13%
O=C(CCSc1nnc(-c2ccco2)o1)Nc1ccccc1	-3%	2%	-5%	-1%	0%	4%	0%	4%
CCCN(CC(=O)Nc1ccc(Cl)cc1Cl)Cc1cc(=O)n2ccsc2n1	-5%	-21%	-8%	-1%	-8%	11%	u	2%
CCC(Sc1nc(N)cc(=O)[nH]1)C(=O)NC(C(=O)OC)c1ccccc1 (stereo not drawn)	8%	3%	-2%	-2%	-8%	0%	0%	-2%
CC(=O)Nc1ccc(S(=O)(=O)NC(C)C(=O)NCCc2ccc(F)cc2)cc1 (stereo not drawn)	-7%	6%	-2%	1%	i	-6%	-6%[46 µM]	11%
O=C(CN1C(=O)NC2(CCOc3ccccc32)C1=O)Nc1ccc(F)c(F)c1F (stereo not drawn)	7%	22%	5%	0%	0%	4%	x	-3%
CCc1cccc(CC)c1NC(=O)C1CC(=O)N(c2ccc3c(c2)OCCO3)C1 (stereo not drawn)	-7%	-21%	-3%	-3%	9%	6%	1%	0%
CCN(Cc1ccccc1)C(c1cc2ccc(C)cc2[nH]c1=O)c1nnnn1CCOC (stereo not drawn)	u	17%	u	-4%	i	-3%	-7%	9%
Cc1ccc(OCc2nc(C#N)c(N3CCN(Cc4ccccc4)CC3)o2)cc1	1%	-27%	2%	3%	-6%	-1%	u	-2%
CC(C)(C)c1ccc(CCC2OCC(CN3CCOCC3)O2)cc1 (stereo not drawn)	-2%	x	x	-2%	-1%	3%	x	6%
O=C1CN(C(=O)COC(=O)c2ccc[n+]([O-])c2)c2ccccc2N1	-13%	0%	0%	1%	i	-2%	13%[46 µM]	1%
O=C(CN1CCN(Cc2cccc(Cl)c2)C1=O)NCC1CCCO1 (stereo not drawn)	3%	12%	0%	-6%	-4%	0%	-4%	-12%
COC(=O)c1cc(NCc2ccc3c(c2)OCO3)ccc1N1CCOCC1	-21%	25%	14µM*	-2%	-2%	7%	7%	6%
CC(C)c1ccc(NC(=O)CNS(=O)(=O)c2ccc(F)cc2)cc1	8%	-30%[inhibitor]	0%	-2%	12%	1%	u	-12%
O=C(NC1CCN(Cc2ccccc2)CC1)c1cc(-c2ccccn2)nc2ccccc12	5%	-3%	1%	0%	i	5%	13%	2%
Cc1ccc(Cl)c(OCC(=O)Nc2sc(C)c(C)c2C#N)c1	-13%	x	u	-5%	-2%	2%	-16%	x
COc1ccc(N(CC(=O)NN=C2CCCC2)S(=O)(=O)c2ccccc2)cc1Cl	13%	3%	-4%	2%	-8%	-4%	-7%	-11%
O=C(Nc1ccccn1)c1ccc(NC(=O)c2ccco2)cc1	2%	13µM*	-1%	-2%	2%	6%	9%	1%
CCCC(C)C(=O)Nc1nc(C)c(-c2csc(Nc3ccc(Cl)cc3)n2)s1 (stereo not drawn)	-14%	-49%[inhibitor]	u	8%	-5%	5%	8%[0.0737 µM]	72%[activator]
CCSc1nnc(NC(=O)C2Cc3ccccc3CN2C(=O)c2ccco2)s1 (stereo not drawn)	1%	2%	u	0%	-15%	3%	-4%	9%
Cc1ccn2cc(CNC(=O)c3ccc(Br)o3)nc2c1	u	5%	1%	-3%	-9%	-7%	2%	2%
CCc1ccc2[nH]c3nc(SCC(=O)NNC(=O)c4ccc(C(C)(C)C)cc4)nnc3c2c1	-3%	29%	10%	-2%	-3%	1%	-8%	10%
O=C(Nc1ccc(-c2nc3cccnc3s2)cc1)c1ccco1	u	1.4µM*	u	-9%	i	-6%	u	23%
CC1(C)Cc2c(C#N)c(N)sc(=S)c2CO1	u	10%	11µM*	0%	-4%	0%	4%	-3%
Cc1ccc(C)c(-n2nnnc2SCC(=O)c2ccc3c(c2)NC(=O)CO3)c1	7%	-1%	0.63µM*	-1%	i	-2%	u	20%
COCCNC(=O)c1ccccc1NC(=O)c1cccc([N+](=O)[O-])c1C	4%	-19%	-8%	2%	i	3%	x	-11%
CC(=O)SC[C@@H](Cc1ccccc1)C(=O)NCC(=O)OCc1ccccc1	5%[25.5 µM]	0%[20.6 µM]	-13%[20.9 µM]	-2%[53 µM]	-1%[25.9 µM]	4%[53 µM]	-14%	-6%[21.6 µM]
NC1(N)OC(CN2C(=O)c3ccccc3C2=O)CS1 (stereo not drawn)	-30%	x	u	-3%	-8%	-3%	5%	x
O=C1CSc2nc3ccccc3n21	6%	16%	u	1%	-2%	4%	12%	183%[activator]
CCn1c(SCC(=O)Nc2ncc(C(F)(F)F)cc2Cl)nnc1-c1cccc(C)c1	6%	8%	-2%	0%	-11%	-2%	-1%	-4%
